Apaf1 inhib: human Apaf-1 inhibition; hit rate 0.71% among 330,000; reconstituted apoptosome caspase-3 activity, DEVD-Rh110 fluorescence; inhibition, % at 20 µM; active means inhibition of at least 40% at 20 µM;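 further: plate controls were DMSO wells for no effect and DEVD-CHO caspase inhibitor wells for full effect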
Target sequence (O14727 whole entry, looked up): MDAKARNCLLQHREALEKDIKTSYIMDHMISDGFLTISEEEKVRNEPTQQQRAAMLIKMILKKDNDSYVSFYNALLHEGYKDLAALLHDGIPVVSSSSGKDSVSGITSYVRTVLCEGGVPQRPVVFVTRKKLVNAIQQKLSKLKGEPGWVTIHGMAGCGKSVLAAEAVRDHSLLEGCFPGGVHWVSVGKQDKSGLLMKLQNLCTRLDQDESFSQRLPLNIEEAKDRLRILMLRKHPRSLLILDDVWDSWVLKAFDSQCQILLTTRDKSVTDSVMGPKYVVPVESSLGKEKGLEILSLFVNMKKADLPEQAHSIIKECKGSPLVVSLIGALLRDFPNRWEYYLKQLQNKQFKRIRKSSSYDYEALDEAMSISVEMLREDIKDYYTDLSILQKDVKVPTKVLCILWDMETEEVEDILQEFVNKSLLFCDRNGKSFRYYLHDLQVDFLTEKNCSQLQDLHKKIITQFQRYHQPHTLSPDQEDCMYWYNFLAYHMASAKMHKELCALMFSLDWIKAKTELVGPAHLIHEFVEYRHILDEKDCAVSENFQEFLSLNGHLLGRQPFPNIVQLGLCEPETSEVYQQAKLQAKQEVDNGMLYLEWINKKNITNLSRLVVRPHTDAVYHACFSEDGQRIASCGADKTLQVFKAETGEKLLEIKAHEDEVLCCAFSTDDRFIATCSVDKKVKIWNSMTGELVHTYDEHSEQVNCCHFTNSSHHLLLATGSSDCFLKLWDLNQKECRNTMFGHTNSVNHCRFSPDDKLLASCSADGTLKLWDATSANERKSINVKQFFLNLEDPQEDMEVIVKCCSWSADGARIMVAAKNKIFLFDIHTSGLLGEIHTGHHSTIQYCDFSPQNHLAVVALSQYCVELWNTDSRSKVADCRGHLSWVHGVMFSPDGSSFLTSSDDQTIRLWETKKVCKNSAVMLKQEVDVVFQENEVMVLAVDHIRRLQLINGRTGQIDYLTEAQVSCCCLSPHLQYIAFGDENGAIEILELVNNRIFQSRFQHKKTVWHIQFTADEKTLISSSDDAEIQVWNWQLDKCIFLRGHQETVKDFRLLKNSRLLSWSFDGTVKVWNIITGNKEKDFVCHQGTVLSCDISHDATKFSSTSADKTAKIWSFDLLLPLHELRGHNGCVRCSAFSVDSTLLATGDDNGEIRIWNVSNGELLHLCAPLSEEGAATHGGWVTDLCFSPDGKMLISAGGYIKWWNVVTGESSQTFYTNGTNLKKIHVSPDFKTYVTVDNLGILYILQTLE
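detection = Rh110 fluorescence intensity | test system = biochemical Apaf-1 apoptosome reconstitution | also added = cytochrome c and DEVD-Rh110 substrate | schedule = 30 min plus 50 min, RT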
mIAP block: mouse IAP inhibition; purified mouse IAP, CDP-Star luminescence, 30 min; inhibition, % at 10 µM; hit rate 0.2% among 330,000; AID 2806;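 active means inhibition of at least 40% at 10 µM in the primary screen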;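 further: plate controls were DMSO with enzyme for no effect and no enzyme wells for full effect; values of inactives mirror those of a sister screen read the other way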
ATG4B inhibitor: inhibitors of human ATG4B cysteine protease; ATG4B cleavage of LC3-PLA2, NBD-HPC fluorescence, 1 h; inhibition, % at 8.33 µM; hit rate 0.51% among 340,000; Q9Y4P1; in the data active means inhibition above about 40%
mIAP activ: mouse IAP activation | muIAP, CDP-Star luminescence, 30 min; hits give high values; 1 = vehicle-only enzyme signal, 0 = enzyme-free wells | activation factor at 10 µM | hit rate 0.24% among 330,000;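 active means activation factor of at least 2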; further: the source names both 10 and 20 µM as test concentration; values of inactives mirror those of a sister screen read the other way
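also added = chemiluminescent substrate CDP-Star | test system = mouse IAP enzyme | signal = chemiluminescence readout | compound = DMSO-dissolved test compounds | incubation = 30 min at room temperature | benchmarks = DMSO wells, no-enzyme wells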
TIM10 inh: growth inhibitors of TIM10 yeast strain. hit rate 1.4% among 330,000. inhibition, % at 10 µM. S. cerevisiae TIM10 strain growth, BacTiter-Glo luminescence, 24 h. AID 463195;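 active means inhibition of 40% or more at the single tested concentration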;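 further: wild-type TIM10 isogenic control strain grown at permissive 25 °C; 0% = DMSO yeast wells and 100% = minimal medium wells without yeast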
hIAP block: human IAP inhibition | P09923 | purified IAP, CDP-Star luminescence, 30 min | inhibition, % at 10 µM | hit rate 0.12% among 330,000;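 active means inhibition reaching a set limit with compound at 10 µM in the primary screen, cut at about 35% in these data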;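 further: plate controls were DMSO wells with enzyme for no effect and no-enzyme buffer wells for full effect; values of inactives mirror those of a sister screen read the other way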
tim10-1 inh: growth inhibitors of tim10-1 mutant yeast; inhibition, % at 20 µM; hit rate 2.2% among 330,000; S. cerevisiae tim10-1 ts strain growth, BacTiter-Glo, 24 h;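 active means inhibition of at least 40%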;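 further: mutant grown at 25 °C; 0% = DMSO wells with yeast and 100% = wells holding no yeast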
hIAP act: human IAP activation | P09923 | purified human IAP, CDP-Star luminescence, 30 min; hits give high values; 1 = vehicle-only enzyme, 0 = enzyme-free background | activation factor at 10 µM | hit rate 0.16% among 330,000 | AID 2524;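 active means activation factor of the enzyme at least 2-fold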; further: the source names both 10 and 20 µM as test concentration; values of inactives mirror those of a sister screen read the other way
NALP3 yeast inh: inhibitors of NALP3 inflammasome in yeast; inhibition, % at 10 µM; hit rate 0.39% among 330,000; Yeast reconstituted NLRP3/ASC/caspase-1, beta-gal luminescence, 24 h;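 active means inhibition of 50% or more; inactive means inhibition below 50%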;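 further: plate controls were induced DMSO wells for no effect and uninduced yeast grown without galactose for full effect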
Active calls of the source: *; . = no result given.

SMILES	Apaf1 inhib	mIAP block	ATG4B inhibitor	mIAP activ	TIM10 inh	hIAP block	tim10-1 inh	hIAP act	NALP3 yeast inh
CCOC(=O)c1c(C)nn(-c2ccc(NC(=O)CSCC(=O)O)cc2)c1C	-7	-5	19	1.1	-1	18	-5	0.82	-2
COc1ccccc1C(=O)NC(=O)COC(=O)c1cccc(NC(C)=O)c1	5	2	-12	0.98	7	0	-2	1	-2
Cn1c(COc2ccccc2)nnc1SCC(=O)NC1CCCC1	0	-2	-6	1	-3	-7	-21	1.1	12
COC(=O)NC1CCS(=O)(=O)C1 (stereo not given)	2	-4	3	1	-4	-11	12	1.1	0
COc1ccc(CCNC(=O)COC(=O)c2ccc[nH]c2=O)cc1	-6	-3	8	1	-4	-2	8	1	-1
Cc1c(Cl)cccc1NC(=O)c1ccco1	-2	-4	-7	1	-14	26	-27	0.74	17
O=C(O)c1ccc2c(=O)n3cc(C(=O)c4ccccc4O)cc(Cl)c3nc2c1	5	1	0	0.99	-9	0	-7	1	5
Cc1cccc(C(=O)NC(C(=O)Nc2cccc(S(=O)(=O)N3CCCC3)c2)C(C)C)c1 (stereo not given)	3	-25	-9	1.3	11	-5	13	1	-14
Cc1ccc(S(=O)(=O)NCCC(=O)N2CCN(c3ccccc3)CC2)cc1C	11	2	-7	0.97	12	1	12	0.99	-2
COc1cc(C(=O)NC(=S)Nc2ccccc2N2CCOCC2)cc(OC)c1OC	24	9	3	0.91	29	2	38	0.98	6
CCN(CC)CCn1c(=S)[nH]c2cc(C(=O)NCc3ccccc3Cl)ccc2c1=O	17	7	4	0.93	11	-5	3	1	7
Cc1c(Cc2ccccc2)c(=O)oc2c(O)c(O)ccc12	12	9	23	0.91	14	-13	9	1.1	20
CS(=O)(=O)N1CCN(c2ccccc2F)CC1	14	0	-5	1	-12	12	3	0.88	30
COc1ccc(CN2CCNC(=O)C2CC(=O)NCCc2cnccn2)cc1C (stereo not given)	2	3	14	0.97	-4	-29	-2	1.3	18
COc1ccc(/C=C/C(=O)NCCSCc2ccco2)cc1OC	-8	-2	-8	1	10	-4	8	1	10
CC1C(C#N)=C(N)OC2=C1C(=O)CC(c1ccccc1)C2 (stereo not given)	-1	9	-28	0.91	29	3	31	0.97	5
Cc1c(C)c2c(c(C)c1O)CCC(C)(C(=O)O)O2 (stereo not given)	0	-4	9	1	11	-4	-29	1	-9
COc1ccc(/C=C(\NC(=O)c2ccc(OC)c(OC)c2)C(=O)N2CCN(C)CC2)cc1	-5	1	-1	0.99	-3	-5	-8	1	10
COC(=O)c1ccccc1NC(=O)CNC(=O)c1ccc(OC)cc1	-21	5	25	0.95	15	5	24	0.95	3
Cc1ccc(C2(C)NC(=O)N(CC(=O)N3CCN(C(=O)c4cccs4)CC3)C2=O)cc1 (stereo not given)	3	-1	2	1	-1	-14	-2	1.1	18
CCC(C)NC(=O)C1(O)c2cc(Br)ccc2NC(=O)N1c1cccc(OC)c1 (stereo not given)	1	4	0	0.96	9	3	5	0.97	16
O=C(c1cc(-c2ccc(Br)cc2)n[nH]1)N1CCN(C(=O)c2ccccc2Br)CC1	19	-9	6	1.1	13	-12	37	1.1	7
Cc1cccc(OCC(=O)N2CCC(N3CCOCC3)CC2)c1	14	3	-9	0.97	2	0	4	1	0
COc1ccc(S(=O)(=O)NC(C)C(=O)NCc2cccnc2)cc1C (stereo not given)	-3	1	5	0.99	13	-10	-1	1.1	-5
COCCCNCCOCCOc1ccc(C)cc1Br	0	16	6	0.84	-12	1	-2	0.99	5

(more compounds)
SMILES	Apaf1 inhib	mIAP block	ATG4B inhibitor	mIAP activ	TIM10 inh	hIAP block	tim10-1 inh	hIAP act	NALP3 yeast inh
Cc1ccccc1OCC(=O)N(Cc1cccc(F)c1)C1CCS(=O)(=O)C1 (stereo not given)	-2	-3	4	1	2	-9	20	1.1	8
Cc1ccc(/C=C/C(=O)Nc2ccncc2)o1	6	-6	31	1.1	-2	5	12	0.95	9
COc1ccc(CN(C)C(=O)c2[nH]c(C)c(C(C)=O)c2C)c(OC)c1OC	-3	2	-2	0.98	8	6	-10	0.94	11
O=C(O)CCCC(=O)OCCCCc1cccs1	-3	-1	-2	1	-3	-5	5	1.1	0
CCOc1ccc(NC(=O)C(C)O)c(NS(=O)(=O)c2ccc(CCNC(C)=O)cc2)c1 (stereo not given)	-2	-13	6	1.1	-4	-4	2	1	9
COc1ccc(C2CC(c3ccccc3O)=NN2C(=O)c2ccccc2)cc1OC (stereo not given)	16	4	6	0.96	1	-38	31	1.4	19
Cc1ccc(Cn2c(C)nc3ccc([N+](=O)[O-])cc3c2=O)cc1	15	4	2	0.96	14	-12	-1	1.1	3
CCN(CCO)c1ccc(-n2c(N)c(C(=O)OC)c3nc4ccccc4nc32)cc1	20	4	-5	0.96	11	17	14	0.83	13
Cc1cccc(OCC(=O)OC(C)CN2CCCCC2)c1 (stereo not given)	0	11	7	0.89	-8	-16	-7	1.2	11
CCC(=O)c1ccc(OCC(=O)c2ccc3c(c2)NC(=O)CO3)cc1	-18	-1	4	1	-10	0	17	1	-8
Oc1ccc2n[nH]nc2c1	0	5	-1	0.95	8	17	5	0.83	5
Cn1c(SCC(=O)N2CCOCC2)nnc1-c1cccc(NC(=O)c2ccccc2)c1	2	-3	-10	1	-12	-14	-4	1.1	-7
CC(=O)c1c(C)[nH]c(C(=O)NCc2ccccc2F)c1C	13	-5	4	1	-1	-11	21	1.1	21
Cc1ccccc1C(=O)c1c[nH]c(C(=O)NCc2ccco2)c1	5	-15	-5	1.1	-10	-18	-8	1.2	1
NC(=O)c1ccc2c(c1)OCCO2	5	0	2	1	-10	-3	2	1	9
CCCCNC(=S)Nc1ccc(C(F)(F)F)cc1	21	-121	10	2.2*	21	-10	54*	1.1	7
Cc1ccc2nsnc2c1S(=O)(=O)Nc1cccc2nsnc12	13	2	7	0.98	14	-3	14	1	25
NS(=O)(=O)c1cccc(NC(=O)COC(=O)c2ccccc2SCC(=O)N2CCCC2)c1	-3	13	-3	0.87	-11	1	4	0.99	5
CC(OC(=O)c1ccc(Cl)cc1)C(=O)NCc1ccc2c(c1)OCO2 (stereo not given)	-4	-5	3	1.1	20	2	4	0.98	21
O=C(Cn1nc(-c2ccccc2)ccc1=O)N1CCOCC1	-3	1	-5	0.99	-8	14	-20	0.86	8
O=C(Nc1ccccc1)c1cccc(C(F)(F)F)c1	-2	1	3	0.99	7	1	-10	0.99	38
CCOC(=O)C(=O)Nc1ccc(S(=O)(=O)Nc2nccs2)cc1	-7	-6	5	1.1	2	5	-4	0.95	1
O=C(O)c1ccc(COCC(F)(F)C(F)F)o1	-7	5	-7	0.95	8	0	15	0.99	22
Cc1ccc2c(COC(=O)c3ccccc3F)cc(=O)oc2c1	6	-9	-7	1.1	-16	-4	0	1	9
CCOC(=O)CSc1nnc(CNc2ccc(Cl)cc2)n1Cc1ccccc1	14	-2	-5	1	-81	8	-37	0.92	1

Brought forward from above: 3 entries; new compounds follow.
SMILES	Apaf1 inhib	mIAP block	ATG4B inhibitor	mIAP activ	TIM10 inh	hIAP block	tim10-1 inh	hIAP act	NALP3 yeast inh
O=C(O)c1ccc(COCC(F)(F)C(F)F)o1	-7	5	-7	0.95	8	0	15	0.99	22
Cc1ccc2c(COC(=O)c3ccccc3F)cc(=O)oc2c1	6	-9	-7	1.1	-16	-4	0	1	9
CCOC(=O)CSc1nnc(CNc2ccc(Cl)cc2)n1Cc1ccccc1	14	-2	-5	1	-81	8	-37	0.92	1
Cc1ccc2occ(C3NC(C(=O)O)CS3)c(=O)c2c1 (stereo not given)	18	5	0	0.95	6	3	-3	0.97	-4
O=C(CSc1nc2ccc(S(=O)(=O)N3CCOCC3)cc2[nH]1)N1CCOCC1	4	22	-12	0.78	-3	-4	5	1	19
Cc1cc(C)n(-c2ccc(C(=O)N3CCN(c4ccccn4)CC3)cc2)n1	-5	-2	-46	1	4	16	10	0.84	24
O=C(O)c1ccc(Cn2cnc3sc4c(c3c2=O)CCCC4)cc1	6	-2	0	1	17	-2	4	1	-6
Cc1nnc(N/N=C/C(C)c2ccccc2)[nH]c1=O (stereo not given)	-9	3	4	0.97	2	-14	-8	1.1	8
COc1cc2c(cc1NC(=O)COC(=O)c1ccccc1)oc1ccccc12	-15	2	.	0.98	10	9	14	0.91	11
COCC(C)n1c(C)cc(C(=O)COC(=O)c2nn(C)c(=O)c3ccccc23)c1C (stereo not given)	2	-11	3	1.1	11	-1	14	1	10
COc1ccc2cc(OCC(=O)NNC(=O)Nc3ccc(F)cc3)ccc2c1	13	4	3	0.96	-3	8	-27	0.92	17
O=C(O)c1ccccc1/C=N/NC(=O)C1CCCCC1	2	-2	-3	1	2	-20	8	1.2	15
CON(C)C(=O)c1ccccc1N(C)C(=O)OC(C)(C)C	9	-12	4	1.1	3	8	11	0.92	7
O=C1N[C@@H](Cc2ccccc2)COC(=O)[C@H](Cc2ccc(F)cc2)CC/C=C/C[C@H]1CC(=O)N(CCO)Cc1ccccc1	31	-29	4	1.3	0	-18	13	1.2	13
C=CCn1c(CC(=O)Nc2cccc(OC)c2)nnc1SCC(=O)NC1CCCCC1	-13	0	-4	1	3	1	7	0.99	19
COCCCNC(=O)COc1cc(C)c(Cl)c(C)c1	16	-8	-8	1.1	14	0	4	1	4
O=C1/C(=C/c2ccncc2)Oc2cc(OS(=O)(=O)c3ccccc3)ccc21	-4	12	-6	0.88	27	24	24	0.76	10
CCCN1CCC(=O)N(CCSc2ccc(NC(C)=O)cc2)CC1	-4	-3	-6	1	6	-6	0	1.1	14
COc1c(S(=O)(=O)N2CCCC2)ccc(Cl)c1Cl	17	-5	9	1.1	-10	-10	25	1.1	33
COc1cc(C2=NOC(C(=O)Nc3ccc(C)cc3)C2)cc(OC)c1OC (stereo not given)	5	-2	-5	1	-8	-16	11	1.2	5
CCN(CC)CCNC(=O)c1ccc2c(=O)n(CCc3ccccc3)c(=O)[nH]c2c1	21	12	-11	0.88	3	3	16	0.97	-10
COc1cccc(CNC(=O)C2CCC(=O)N(CCc3cccc(F)c3)C2)c1 (stereo not given)	11	3	11	0.97	-4	13	-22	0.87	9
COc1ccc(C(=O)OCCOc2ccccc2C(C)=O)c(O)c1	-3	0	13	1	4	7	1	0.93	24
CCN1Cc2cc(OC)ccc2-c2ccccc2S1(=O)=O	14	-19	9	1.2	1	.	22	.	.
O=C(NC1CCCC1)C(c1ccccn1)N(C(=O)c1csnn1)C1CC1 (stereo not given)	1	-4	1	1	-3	-16	4	1.2	10
CN(C)c1ccc(NC(=O)COC(=O)c2cc(Cl)ccc2[N+](=O)[O-])cc1	7	6	30	0.94	-3	9	7	0.91	27
CCOC(=O)c1c(C)[nH]c(C)c1C(=O)CSc1nnc(N)s1	17	-10	-1	1.1	-3	-1	9	1	3

4 records drawn at random from those above:
SMILES	Apaf1 inhib	mIAP block	ATG4B inhibitor	mIAP activ	TIM10 inh	hIAP block	tim10-1 inh	hIAP act	NALP3 yeast inh
CCCN1CCC(=O)N(CCSc2ccc(NC(C)=O)cc2)CC1	-4	-3	-6	1	6	-6	0	1.1	14
COc1ccc2cc(OCC(=O)NNC(=O)Nc3ccc(F)cc3)ccc2c1	13	4	3	0.96	-3	8	-27	0.92	17
Cc1ccc2occ(C3NC(C(=O)O)CS3)c(=O)c2c1 (stereo not given)	18	5	0	0.95	6	3	-3	0.97	-4
Cc1cc(C)n(-c2ccc(C(=O)N3CCN(c4ccccn4)CC3)cc2)n1	-5	-2	-46	1	4	16	10	0.84	24

Screening results deposited in PubChem BioAssay by Sanford-Burnham Center for Chemical Genomics.
